Compound activity from PubChem BioAssay.
NR2E3 ag-1: agonists of human nuclear receptor NR2E3. AID 2300. Q9Y5X4. actives 0.12% (n = 320,000). GST-NR2E3/biotin-RetCOR TR-FRET, 1536-well. inhibition of corepressor binding, % at 4.78 µM;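 active means percent inhibition above the cutoff of mean plus 3 SD of all tested compounds, set per screening campaign, cut at about 20% in these data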;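 further: 0% = DMSO wells and 100% = biotin wells as full block of FRET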
Target sequence (Q9Y5X4 whole entry, looked up): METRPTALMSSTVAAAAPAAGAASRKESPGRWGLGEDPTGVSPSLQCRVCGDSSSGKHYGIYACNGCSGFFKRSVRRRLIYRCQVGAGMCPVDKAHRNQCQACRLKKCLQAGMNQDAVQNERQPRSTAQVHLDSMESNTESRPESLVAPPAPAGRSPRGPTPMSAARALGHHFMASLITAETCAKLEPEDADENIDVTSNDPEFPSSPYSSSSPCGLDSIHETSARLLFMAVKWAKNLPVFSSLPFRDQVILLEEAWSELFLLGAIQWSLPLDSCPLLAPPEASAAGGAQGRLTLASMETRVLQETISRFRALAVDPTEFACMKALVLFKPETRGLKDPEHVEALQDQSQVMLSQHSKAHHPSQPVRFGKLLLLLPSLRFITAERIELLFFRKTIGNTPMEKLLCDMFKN
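Test system: GST-NR2E3 and biotin-RetCOR proteins | Quantity: 1.35 nM GST-tagged NR2E3 final | Medium: Tris pH 7.5 | Also added: 7 nM biotin-RetCOR | Dosing: Compound at 4.8 µM, single dose | Timing: 5 h at 4 °C | Detection: Time-resolved FRET | Read-out basis: Percent inhibition | Benchmarks: Biotin wells as high control, 0.6% DMSO wells as low control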
iPSC survival up: enhancers of human iPSC single-cell survival | hiPSC single-cell survival, ATPlite luminescence; 100% = ROCK inhibitor wells, 0% = DMSO | survival enhancement, % at 20 µM | actives 0.044% (n = 360,000) | AID 602274; in the data active means survival enhancement above about 18%;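 further: cells exposed to compounds for 16 hours before the ATP read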
Peg3 prom inh: reduces Peg3 promoter-driven luciferase expression in HeLa. AID 588405. actives 1.7% (n = 360,000). inhibition, % at 20 µM. HeLa PEG-Prom luciferase reporter, luminescence, overnight;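 active means inhibition of at least 50% at 20 µM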
CF NFkB inh: inhibitors of cystic fibrosis induced NF-kB | KKLEB NF-kB-GFP reporter, PAF-induced, GFP fluorescence overnight | inhibition, % at 5 µM | actives 0.86% (n = 360,000);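 active means at least 50% inhibition at 5 µM, scaled per plate between neutral and stimulator controls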;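 further: PAF is a Pseudomonas aeruginosa culture filtrate used as stimulus; plate controls were PAF-stimulated DMSO wells for no effect and unstimulated DMSO wells for full effect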
aDG glyco act: alpha-DG glycosylation activation; activation, % at 10 µM; AID 624168; Pro5-aDG cells, alpha-DG glycosylation AlphaScreen (IIH6); 0% Pro5, 100% B10-LARGE cell signal; actives 0.22% (n = 360,000);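 active means activation of at least 8% versus controls, or a plate z-score of at least 8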;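 further: Pro5 are CHO cells carrying HIG-tagged alpha-DG that lacks glycosylation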
TRPM1 prom inh: inhibitors of MITF-driven TRPM1 promoter in melanoma cells; SK-MEL-5 TRPM1 promoter luciferase, 24 h; inhibition, % at 12.5 µM; actives 0.83% (n = 330,000);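 active means mean inhibition across replicates of 60% or more, whatever share of single replicates reaches that level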; further: values of inactives mirror those of a sister screen read the other way
Shn3 3UTR inh: inhibitors of Schnurri-3 3'UTR reporter in osteoblasts; Clone20 osteoblast Shn3 3'UTR firefly luciferase, 24 h; inhibition, % at 12.5 µM; actives 0.52% (n = 360,000); AID 588674;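 active means mean inhibition of at least 75% with every replicate also reaching 75%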;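 further: 0% = median of neutral control wells and 100% = pilot-screen positive control compound; some compounds past the cut are filed as inactive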
HIF-2a inh: inhibitors of HIF-2a | 786-0 RCC cells HIF-2a reporter, luciferase luminescence, overnight | inhibition, % at 18.8 µM | actives 0.72% (n = 360,000) | AID 624352;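 active means inhibition of the luminescence signal of 40% or more relative to plate controls, in a single-dose primary screen at 18.75 µM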
NR2E3 ag-2: agonists of human NR2E3 nuclear receptor. Q9Y5X4. CHO-S Gal4-NCOR/VP16-NR2E3 two-hybrid, luciferase. inhibition of corepressor binding, % at 3.98 µM. actives 0.35% (n = 360,000). AID 602229;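 active means inhibition above the mean of all tested compounds plus 3 SD, cut at about 70% in these data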;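 further: 0% = DMSO with NR2E3 transfected cells and 100% = cells lacking NR2E3 construct; higher means lower luciferase signal from less NR2E3 corepressor binding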
KKLEB tox: counter-screen for CF NF-kB inhibitors: cytotoxicity; actives 0.36% (n = 360,000); AID 602141; KKLEB CF airway cells viability, ATPlite luminescence, overnight; active compounds read low; cells stimulated with P. aeruginosa culture filtrate; activity change (cytotoxicity), % at 5 µM;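 active means corrected activity change at or below -50% at 5 µM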
TWEAK-Fn14 inh: blocks TWEAK-Fn14 interaction in a reporter cell assay | TWEAK-stimulated Fn14 reporter cells, luciferase luminescence, 8 h | inhibition, % at 10 µM | actives 2% (n = 360,000); in the data active means inhibition above about 50%
* marks the source's active call; other numbers are inactive results; . = no result given.

SMILES,NR2E3 ag-1,iPSC survival up,Peg3 prom inh,CF NFkB inh,aDG glyco act,TRPM1 prom inh,Shn3 3UTR inh,HIF-2a inh,NR2E3 ag-2,KKLEB tox,TWEAK-Fn14 inh
CC(=O)OCc1cc(=O)n(C)c(=O)n1C,2,-0.6,-8,-7,-0.2,-9,-11,-11,-27,9,-10
O=C(CN1CCN(c2ccc(F)cc2)CC1)Nc1ccc(S(=O)(=O)N2CCOCC2)cc1,2,-0.3,22,7,0.0,5,21,16,-13,13,3
CCOC(=O)CC1COCCN1C(=O)c1cc(COc2ccccc2SC)on1 (stereo not given),.,-1.7,-114,-7,0.0,.,-21,-93,-11,2,-20
Cc1ccc(CCNC(=O)Cn2ccc3cc(S(=O)(=O)N4CCCC4)ccc32)cc1,-1,0.0,8,13,-0.1,0,10,9,-10,-9,3
Cc1ccc2[nH]c3c(c2c1)CCc1cn[nH]c1-3,3,0.7,-81,10,0.1,-14,2,-289,0,-10,21
C/C(=N\NC(=O)COc1cccc(Br)c1)c1ccc2c(c1)OCCO2,0,0.4,-81,-12,-0.2,-22,5,-28,11,7,-22
COc1ccc2c(c1)C(=O)CC(c1ccccc1F)O2 (stereo not given),0,-3.3,-106,-18,0.0,-35,-24,-118,-18,1,-23
S=c1nn[nH]c2ccccc12,.,16,0,-9,0.1,12,3,-9,0,2,11
CCOC(=O)/C=c1/s/c(=C/c2ccc3cc(OC)ccc3c2)c(=O)n1CC(=O)NCc1ccc2c(c1)OCO2,.,-2.3,4,-2,0.4,-2,31,11,6,-3,-58
COc1ccc(NC(=O)Nc2ccc3nc([C@@H]4O[C@H](CO)[C@@H](O)[C@H](O)[C@H]4O)[nH]c3c2)cc1OC1CCCC1,.,0.2,-1,-21,-0.2,.,-6,-19,-5,13,4
CC(C)C(C)NC(=O)COc1ccc(OCc2ccccc2)cc1 (stereo not given),0,0.6,-5,-3,-0.1,-5,0,-32,-19,-2,12
C[C@H](CO)N1C[C@H](C)[C@@H](CN(C)S(=O)(=O)c2ccccc2)Oc2c(NC(=O)C3CC3)cccc2C1=O,.,-0.6,1,-22,0.2,-2,-22,7,2,18,-10
CCOC(=O)N1CCN(Cc2nc(Cc3cccc(C(F)(F)F)c3)no2)CC1,0,0.9,-92,0,0.5,.,2,10,39,-4,-12
COc1ccc(S(=O)(=O)c2c(O)c3ccc(C(=O)Nc4ccc(F)cc4F)cc3[nH]c2=O)cc1,-1,0.4,0,-6,-0.1,-1,1,4,6,12,6
Cc1ccc(C2=C(c3ccc([N+](=O)[O-])cc3)C(=O)OC2)cc1C,0,-1.7,15,13,0.7,11,12,10,2,1,11
CCS(=O)(=O)c1nc2ccccc2n1Cc1ccccn1,1,-0.5,18,6,-0.1,3,5,15,-11,8,15
CC(=O)c1ccc(NC(=S)NC(C)c2ccc(Cl)cc2Cl)cc1 (stereo not given),-1,-0.7,30,28,2.2,-21,13,-11,2,-13,11
CCCNC(=O)c1cnc(Sc2ncc(C(F)(F)F)cc2Cl)n1C,2,2.4,11,8,2.6,3,10,8,-19,0,-2
O=C(CSc1ccc(-c2ccncc2)nn1)N1CCCC1,2,-0.2,8,-7,0.0,7,3,11,-32,-4,10
O=C(COc1ccc(Cl)cc1)NCc1cn2cc(Cl)ccc2n1,-2,0.4,4,17,0.4,7,17,10,-10,-10,10
CCSc1nnc(Cn2c(=O)sc3ccccc32)n1C,0,-1.2,-1,8,-0.2,-10,-10,5,-16,3,9
CC(C)Sc1nc2ccc(N3C(=O)C4CCCCC4C3=O)cc2s1 (stereo not given),-3,0.4,-137,6,-0.1,-55,-74,-169,-48,-11,-12
CCC(CC)C(=O)N(C)c1c(C)nc2c(OCCOc3ccc(F)cc3)cccn12,.,-0.5,21,-22,0.4,.,0,9,10,6,5
CNC(=S)NCCc1ccc(OC)cc1,0,-1.6,-3,-9,-0.2,4,-3,15,-10,1,-30
COc1ccccc1NC(=O)C1CCCN1C(=O)NC1CCCCC1 (stereo not given),4,-0.5,-1,2,0.1,0,2,15,17,8,37

Some of these compounds in order of the NR2E3 ag-1 value, rising.
canonical_smiles	NR2E3 ag-1	Peg3 prom inh	CF NFkB inh	aDG glyco act	TRPM1 prom inh	Shn3 3UTR inh	HIF-2a inh	NR2E3 ag-2	TWEAK-Fn14 inh
CNC(=S)NCCc1ccc(OC)cc1	0	-3	-9	-0.2	4	-3	15	-10	-30
CCS(=O)(=O)c1nc2ccccc2n1Cc1ccccn1	1	18	6	-0.1	3	5	15	-11	15
CC(=O)OCc1cc(=O)n(C)c(=O)n1C	2	-8	-7	-0.2	-9	-11	-11	-27	-10

Next results
SMILES,NR2E3 ag-1,iPSC survival up,Peg3 prom inh,CF NFkB inh,aDG glyco act,TRPM1 prom inh,Shn3 3UTR inh,HIF-2a inh,NR2E3 ag-2,KKLEB tox,TWEAK-Fn14 inh
Cc1ccc2sc(N3CCN(C(=O)c4ccc([N+](=O)[O-])o4)CC3)nc2c1C,-4,0.3,-16,4,1.6,34,13,-19,-1,-16,11
CNS(=O)(=O)c1ccc(C(C)(C)C)cc1,-2,-0.1,2,25,-0.4,-2,-3,-3,-17,-10,33
Fc1cccc(CN2CCN3CCCC3C2C2CCCCC2)c1 (stereo not given),1,-2.1,4,0,0.2,-11,6,14,-5,0,-4
O=C(CC1SC(N2CCCC2)=NC1=O)Nc1ccc(C(=O)Nc2ccccc2)cc1 (stereo not given),-2,-0.4,-24,-13,-0.1,-3,10,4,-14,-6,3
O=C(O)c1cccc(N/N=C/c2cccnc2)c1,.,0.6,58*,-8,-0.1,36,-1,-21,-37,19,-24
CCC(C)(C)NC(=O)CN(C(=O)CCC(=O)Nc1nccs1)c1ccc2c(c1)OCCO2,1,-0.4,35,-2,-0.1,1,26,22,-4,-8,64*
CCOc1ccc(NC(=O)COC(=O)c2cc(=O)c3ccccc3o2)cc1,4,0.1,-29,-2,0.2,2,-7,-16,-7,10,2
CCOC(=O)C1=C(C)Nc2sc(C(=O)c3ccc(Br)cc3)c(N)c2C1c1ccc(C(=O)OC)cc1 (stereo not given),3,-0.3,10,1,0.8,13,34,-2,-13,0,-10
CCCCNC(=O)Cn1c(=O)n(C)c2ccccc21,4,1.4,10,9,0.7,.,1,9,6,14,-14
CNC(=O)CN(c1cc(C)ccc1OC)S(=O)(=O)c1ccc(C)cc1,0,2.1,3,-3,0.3,6,-7,7,-17,5,0
COC(=O)C1CCN(Cc2ccc(OCCCN3CCN(c4ccc([N+](=O)[O-])cc4)CC3)cc2)CC1,2,0.6,-4,4,0.3,2,73,4,8,-5,6
O=C(NCc1ccccc1)NC(O)C(Cl)(Cl)Cl (stereo not given),2,-2.1,4,25,-0.1,1,-10,10,-15,2,6
COc1ccc(CC(N)c2csc(NC(=O)c3cccc(OC(F)(F)F)c3)n2)cc1 (stereo not given),.,-3.1,94*,-1,1.7,.,59,20,-1,-9,22
O=C(/C=C/c1cccs1)N1CCC2(CC1)Oc1ccc(F)cc1C(=O)C21CC(c2ccc(Cl)cc2)=NO1 (stereo not given),-1,-4.1,-14,-2,-0.4,-7,5,-4,2,11,-28
O=C(NCc1ccc(Cl)cc1)c1ccc(NC(=O)C2CCCO2)cc1 (stereo not given),6,-0.5,11,-12,0.0,-14,-11,-12,-11,-1,5
O=C(C1CCCCN1S(=O)(=O)c1ccccc1)N1CCCCC1 (stereo not given),-1,-0.2,1,-14,-0.1,7,4,23,-1,0,27
COc1ccc(N(CC(=O)Nc2cccc(C)c2)S(=O)(=O)c2c(C)noc2C)cc1,0,-0.3,33,4,0.0,-2,8,14,-56,-6,25
CCCC/C(O)=N\S(=O)(=O)c1ccc(N=NN(C)C)cc1,-2,-1.8,12,7,-0.3,-5,-25,6,-13,3,-5
COCCOC(=O)c1c(NC(=O)CSc2cccc[n+]2[O-])sc(C(N)=O)c1C,-1,-0.1,-8,-4,-0.2,1,-11,13,16,-2,-17
Cc1ccc(CSc2cc(C)[nH]c(=O)n2)cc1,0,0.8,-67,6,-0.1,-13,-11,-79,-23,-4,7
COCCCn1c(=O)c2sccc2n2c(CCCC(=O)N(C)Cc3ccco3)nnc12,-2,-0.6,0,-8,-0.1,-2,0,11,-30,3,4
CN(c1ccc(C(=O)Nc2ccccc2C(=O)N2CCOCC2)cc1)S(C)(=O)=O,2,3.1,3,-23,-0.3,-11,-3,13,3,13,-5
CCN(CC)c1ccc(/C=N/O)cc1,-5,2.2,-45,14,-0.7,-8,-19,-108,-14,-5,1
COc1ccccc1C(=O)NCCC(=O)NN1C(=O)NC2(CCCCC2)C1=O,-2,-0.4,0,10,-0.3,8,10,4,-9,-29,0
Cc1ccc(NC(=O)[C@H](Cc2ccccc2)NC(=O)CC[C@H]2O[C@@H](n3ccc(=O)[nH]c3=O)[C@H](O)[C@@H]2O)cc1C,.,-0.7,4,-34,0.1,.,-9,7,-1,-1,-2

New compounds follow
SMILES,NR2E3 ag-1,iPSC survival up,Peg3 prom inh,CF NFkB inh,aDG glyco act,TRPM1 prom inh,Shn3 3UTR inh,HIF-2a inh,NR2E3 ag-2,KKLEB tox,TWEAK-Fn14 inh
COc1ccc(CCC(=O)Nc2ccc(C)c([N+](=O)[O-])c2)cc1,-1,0.1,13,15,0.6,-9,-8,-5,10,0,-17
Cc1ccc(O)c(C(=O)CC(=O)c2ccccc2Cl)c1,3,1.8,-184,2,2.2,-28,23,-188,-168,6,16
Cc1onc(-c2ccccc2)c1CNS(=O)(=O)c1ccccc1,1,0.1,8,-8,0.0,-3,3,4,6,2,8
CC(=O)c1n[nH]nc1NC(=O)c1ccccc1,4,1.2,4,-16,0.2,-3,1,5,-26,12,10
COc1cccc(C(O)c2cnc(C(C)C)n2C)c1OC (stereo not given),1,2.2,8,-3,-0.1,-3,7,-4,8,-1,0
COc1ccc(CCNC(=O)C(=O)NCC2OCCN2S(=O)(=O)c2ccc3c(c2)OCCO3)cc1OC (stereo not given),3,2.5,9,-5,0.1,21,18,12,-13,-14,-6
CCOC(=O)c1ccc(CNC(=O)C2CCC(=O)N(CCc3ccccc3)C2)o1 (stereo not given),5,1.4,-7,13,0.2,-15,4,-5,-1,1,-3
COc1cc(/C=C/C(=O)O)cc(S(=O)(=O)Nc2ccc3cn[nH]c3c2)c1OC,-1,4.2,3,-7,-0.2,25,-13,12,15,2,-5
CCOC(=O)c1ccccc1NC(=O)c1cccc([N+](=O)[O-])c1,3,-0.8,-3,9,0.3,-8,11,-3,-22,-10,4
COCCCn1c(=S)[nH]c2sc3c(c2c1=O)CCCC3,6,-0.5,-14,7,-0.2,4,0,-42,-20,2,-10
Cc1ccc(S(=O)(=O)NNC(=O)C2CCCCC2)cc1,1,-0.5,0,3,0.6,-5,-11,4,28,-8,2
O=C(C=Cc1ccccc1)c1cccs1,.,-1.7,-39,16,0.2,-9,-18,-95,-13,-15,21
